High-throughput results as filed in PubChem.
Platelet DG rel = platelet dense granule release activity; human platelet-rich plasma, SFLLRN dense granule ATP release, luminescence; inhibition, %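 (compounds screened at 7.5 µM in platelet-rich plasma)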; 300,000 tested, 0.22% active; AID 1663;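 active = mean replicate score, as percent of positive control, at or above 50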
MrgX1 PAM = allosterically activates human MrgX1 receptor signaling. MrgX1-HEK293, Fluo-4 calcium flux, FDSS; stronger effect = higher value. B-score at 10 µM. 310,000 tested, 0.63% active. AID 588675;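 active = plate-corrected calcium response at least 3 library SD above typical, normal starting fluorescence, not activating the receptor alone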;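 also: compound read alongside a low EC10 to EC30 dose of BAM8-22 agonist; peak minus trough fluorescence over baseline measured at the second addition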
SKKanGAS inh = SKKanGAS growth inhibition; inhibition, % at 7.5 µM; 300,000 tested, 1.3% active; AID 1662; S. pyogenes SKKanGAS, kanamycin growth, BacTiter-Glo, 6 h;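 active = mean replicate score, as percent of positive control median, at least 50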;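 also: strain carries kanamycin resistance gene driven by streptokinase promoter and grows in 40 µg/ml kanamycin; loss of luminescence reflects streptokinase promoter inhibition or plain growth inhibition; 0% = median of DMSO wells and 100% = positive control at its reference dose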
MrgX1 antag = blocks BAM8-22 activation of human MrgX1 receptor. MRGX1-HEK293 calcium flux, Fluo-4, BAM8-22 antagonism; stronger effect = lower value. 310,000 tested, 1.3% active. AID 588676. Q96LB2. B-score at 10 µM;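 active = calcium-response B-score plate-corrected more than 3 library SD below zero, starting fluorescence within 5 deviations, no agonist response on first addition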;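 also: peak minus trough fluorescence over baseline after final BAM8-22 challenge near maximal dose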
RGS4 act = potentiators or activators of RGS4. 310,000 tested, 0.92% active. B-score at 10 µM. HEK293 M3R/inducible RGS4, carbachol calcium flux Fluo4; stronger effect = lower value;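 active = B-score of the integrated calcium signal more than 4 SD below the library mean, with starting fluorescence not abnormally high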;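 also: negative B-score means reduced calcium response which marks RGS4 activation or potentiation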
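Assay system: HEK293 FlpIn-TREx cells, stable M3R, doxycycline-inducible RGS4 / Probe or stimulus: carbachol, ECmax concentration / Times: overnight RGS4 induction, 30 min dye load 37 °C, 20 min compound RT / Signal: kinetic calcium fluorescence imaging with Fluo4-AM dye, 2 µM / Measure: Agonist-evoked peak-minus-minimum fluorescence over baseline, integrated ratio, B score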
RGS4 inh = inhibitors of human RGS4; P49798; HEK293 M3R/RGS4 inducible, Fluo-4 calcium flux; stronger effect = higher value; triggered by carbachol at its EC20; B-score at 10 µM; 310,000 tested, 0.45% active; AID 463165;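 active = B-score, a plate-corrected calcium signal, over three deviations above library mean, with baseline fluorescence within five deviations of library mean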;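 also: RGS4 expression induced by doxycycline in cells with stable M3 receptor; B-score is computed from the integrated fluorescence ratio over baseline after carbachol; higher B-score means a larger calcium signal and so more RGS4 inhibition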
TRPC6 act = activates the mouse TRPC6 cation channel; 310,000 tested, 0.13% active; Q61143; B-score at 10 µM; HEK293-TRPC6 membrane potential dye fluorescence; stronger effect = higher value;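 active = B-score of the integrated fluorescence ratio above library mean plus 3 SD, and starting fluorescence ratio within library mean plus 5 SD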;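 also: higher score means more depolarization so channel activation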
Target sequence (Q61143 whole entry, looked up): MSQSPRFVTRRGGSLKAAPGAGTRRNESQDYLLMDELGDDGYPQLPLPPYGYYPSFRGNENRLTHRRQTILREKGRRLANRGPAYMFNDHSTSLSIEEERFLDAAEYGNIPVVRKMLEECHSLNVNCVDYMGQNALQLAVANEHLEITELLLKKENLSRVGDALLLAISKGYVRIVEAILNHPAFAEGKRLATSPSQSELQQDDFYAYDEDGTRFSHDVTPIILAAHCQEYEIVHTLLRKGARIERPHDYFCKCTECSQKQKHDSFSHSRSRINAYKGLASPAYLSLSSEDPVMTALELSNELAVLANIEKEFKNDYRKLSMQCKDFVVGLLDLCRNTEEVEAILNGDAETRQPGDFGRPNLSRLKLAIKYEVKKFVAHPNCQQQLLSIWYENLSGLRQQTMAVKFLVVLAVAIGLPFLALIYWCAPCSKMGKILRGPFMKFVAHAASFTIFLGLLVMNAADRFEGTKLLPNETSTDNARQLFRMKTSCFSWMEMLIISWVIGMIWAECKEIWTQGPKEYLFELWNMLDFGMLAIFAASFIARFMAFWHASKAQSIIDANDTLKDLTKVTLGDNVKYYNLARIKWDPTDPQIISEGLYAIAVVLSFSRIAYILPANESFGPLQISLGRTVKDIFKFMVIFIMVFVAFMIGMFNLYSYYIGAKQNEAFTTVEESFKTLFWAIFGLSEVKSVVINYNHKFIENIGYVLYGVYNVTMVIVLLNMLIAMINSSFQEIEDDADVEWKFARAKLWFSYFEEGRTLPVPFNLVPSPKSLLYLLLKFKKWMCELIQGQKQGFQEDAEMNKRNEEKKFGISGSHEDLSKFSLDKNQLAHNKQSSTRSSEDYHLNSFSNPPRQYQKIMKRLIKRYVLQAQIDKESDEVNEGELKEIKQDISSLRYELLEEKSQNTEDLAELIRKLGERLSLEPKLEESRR
TRPC4 block = blocks the mouse TRPC4 cation channel | 300,000 tested, 0.39% active | AID 2247 | B-score at 10 µM | HEK293 TRPC4beta/mu-opioid, DAMGO-evoked Fluo4 calcium flux; stronger effect = lower value | Q9QUQ5;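 active = B-score over 3 SD under the library average, no early fluorescence shift, positive overall ratio signal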
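material = TRPC4beta/mu-opioid receptor HEK293 cell line | probe or stimulus = sequential submaximal and maximal DAMGO stimulation | compound dosing = one concentration per compound | measured by = Fluo4 Ca2+ flux fluorescence | evaluation = integrated fluorescence ratio relative to baseline, converted to per-well B score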
TRPC6 inh = inhibitors of mouse TRPC6 channel | Q61143 | AID 2553 | B-score at 10 µM | HEK293-TRPC6, membrane potential dye, ACh-evoked depolarization; stronger effect = lower value | 310,000 tested, 1.1% active;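 active = B-score under library mean minus 3 SD, initial fluorescence not abnormally high, positive integrated signal ratio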;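 also: B-score derived from integrated fluorescence ratio over the kinetic read; more negative B-score means stronger inhibition of depolarization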
HIF activator = HIF pathway transcriptional activation; 300,000 tested, 0.32% active; activation, % at 7.5 µM (by protocol); AID 1910; U2OS HRE-luciferase reporter, luminescence; normalized: DMSO 0%, desferrioxamine 100%;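 active = mean activation of at least 10% of the iron chelator positive control signal, with at least half of replicates also reaching 10%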
MrgX1 ag = activates human MrgX1 receptor signaling; 310,000 tested, 0.44% active; MrgX1-HEK293 cells, Fluo-4 calcium fluorescence, agonist mode; stronger effect = higher value; B-score at 10 µM; Q96LB2;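 active = calcium response B-score plate-corrected fluorescence ratio at least 3 library SD, with starting fluorescence B-score inside 5 SD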
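Material – MrgX1-expressing HEK293 cells · Input – 15,000 cells seeded per well · Dosing – compound as first of three additions · Times – overnight seeding, then 1 h dark dye loading · Measured by – kinetic Fluo-4 NW fluorescence of intracellular calcium · Read-out – B-scored fluorescence response ratio · Benchmarks – positive and negative control wells on each plate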
* marks the source's active call; other numbers are inactive results; i = inactive.

SMILES	Platelet DG rel	MrgX1 PAM	SKKanGAS inh	MrgX1 antag	RGS4 act	RGS4 inh	TRPC6 act	TRPC4 block	TRPC6 inh	HIF activator	MrgX1 ag
CC1CCN(c2c(NCC3CCC(C(=O)NCc4ccccc4Cl)CC3)c(=O)c2=O)CC1 (stereo not drawn)	20	i	1	i	i	i	i	i	i	-0.4	i
CCCCn1cnc2c(oc3nc4c(cc32)CCCC4)c1=O	7	i	-1	i	i	i	i	i	i	0.1	i
O=C(Nc1nnc(S(=O)(=O)N2CCCC2)s1)c1ccccc1Br	14	i	11	i	i	i	i	i	i	-0.1	i
Cc1nc(N2CCCCC2)c(C#N)c(C)c1[N+](=O)[O-]	0	i	9	i	i	i	i	-5*	i	-1.2	i
Cc1cc(C)n(Cc2ccc(Cl)nc2)n1	9	i	4	i	i	i	i	i	i	-0.2	i
Cc1ccc(S(=O)(=O)N2CCN(C(=O)N3CCOCC3)C2C(C)C)cc1 (stereo not drawn)	2	i	7	i	i	i	i	i	i	-0.1	i
COc1cc(F)ccc1S(=O)(=O)n1c(C)nc2ccccc21	-4	i	6	i	i	i	i	i	i	-0.9	i
O=C(NNC(=S)Nc1ccccc1)c1ccco1	0	i	0	i	i	i	i	i	i	0.4	i
O=C(O)CN1C(=O)C(=O)N(Cc2ccc(Cl)cc2Cl)C1=O	3	i	5	i	i	i	i	i	i	0.2	i
O=c1cc(N2CCCCC2)nc2n1CCCS2	6	i	0	-5.4*	i	i	i	i	i	1.0	i
CS(=O)(=O)N(CC(=O)NCc1ccco1)c1ccccc1Cl	13	i	-4	i	i	i	i	i	i	-0.2	i
Cc1nnsc1NC(=O)OCc1ccc(C(F)(F)F)cc1	-2	i	2	i	i	i	i	i	i	-0.1	i
COc1ccc(CCNC(=O)COc2cc(C)cc3oc(=O)cc(C)c23)cc1OC	0	i	-1	i	i	i	i	i	i	0.7	i
COc1cc(/C=C2\SC(=S)N(CCC(=O)NC3CCCC3)C2=O)cc(OC)c1OC	2	i	-2	i	i	i	i	i	i	0.4	i
COc1ccc(CNC(=O)c2cc3ccccc3o2)cc1OC	-10	i	-3	i	i	i	i	i	i	-12	i
CCN1C(=O)C(CC(=O)Nc2ccc(OC)cc2)N(CCN2CCOCC2)C1=S (stereo not drawn)	13	i	-2	i	i	i	i	i	i	-0.2	i
CC1(C)CC(=O)C(C(=O)/C=C/NCCc2ccccc2)C(=O)C1	-1	i	1	i	i	i	i	i	i	-0.5	i
COc1ccccc1-n1cc(CN2CCN(C3CCCCC3)C(CCO)C2)cn1 (stereo not drawn)	4	i	3	i	i	i	i	i	i	-0.1	i
COc1ccc(S(=O)(=O)n2ccc(-c3ccc(OCCN(C)c4ccccn4)cc3)n2)cc1	3	i	-3	i	i	i	i	i	i	-0.1	i
CCCCCCNC(=O)CCCCCNS(=O)(=O)c1ccc(Br)cc1	-1	i	-7	i	i	i	i	i	i	-0.8	i
CNC(=S)N1CCc2cc(OC)c(OC)cc2C1	-8	i	-4	i	i	i	i	i	i	0.7	i
COc1cccc(NC(=O)n2nc(N)cc2-c2ccc(Cl)cc2)c1	8	i	0	i	i	i	i	i	i	1.0	i
CC(Oc1cccc(Cl)c1)C(=O)NCCCCc1ccccc1 (stereo not drawn)	10	i	2	i	i	i	i	i	i	0.0	i
Cc1ccc(S(=O)(=O)N(C)CC(=O)OCc2nnc(-c3ccccc3)o2)cc1	-4	i	4	i	i	i	i	i	i	-0.4	i
COc1ccc2c(c1)c(=O)c(C(=O)O)c(-c1ccc3c(c1)OCO3)n2C	-15	i	-23	i	i	i	i	i	i	-0.2	i
O=C(c1ccc(Cl)cc1)C1CCCN(Cc2cccn2-c2cccnc2)C1 (stereo not drawn)	5	7.5*	6	i	i	i	i	i	i	-0.5	i
O=C(CN1C2CCC1CC(NC(=O)Nc1ccccc1)C2)NCc1ccco1 (stereo not drawn)	2	i	4	i	i	i	i	i	i	0.2	i
CC(C)OP(=O)(OC(C)C)C(C)NC(=O)Cc1ccccc1 (stereo not drawn)	-2	i	-2	i	i	i	i	i	i	-0.5	i
O=C(Nc1ccccc1Br)c1cc[n+]([O-])cc1	-18	i	-2	i	i	i	i	i	i	0.4	i
Cc1ccc(/C=C/C(=O)O)cc1S(=O)(=O)NCCCO	-3	i	-7	i	i	i	i	i	i	-0.1	i
CCCS(=O)(=O)N1CCCC(C(=O)NCCCOCC)C1 (stereo not drawn)	0	i	0	i	i	i	i	i	i	-0.1	i
CC(C)[C@H](NC(N)=O)C(=O)NCCc1ccc(Cl)cc1	7	i	-6	i	i	i	i	i	i	-0.3	i
O=C(CSc1nc2cc3c(cc2c(=O)n1CCC1=CCCCC1)OCO3)NCc1ccco1	-2	i	-4	i	i	i	i	i	i	-2.8	i
CCN(CC)c1ccc(/C=C(/C#N)c2nc3ccccc3[nH]2)c(OC(C)C)c1	-1	i	40	i	i	i	i	i	i	7.1	i
Cc1cc(NC(=O)CSc2nc3ccccc3n2CCC#N)no1	1	i	-3	i	i	i	i	i	i	-0.4	i
CC1CCN(C(=O)c2ccc(COc3ccccc3Cl)o2)CC1	0	i	2	i	i	i	i	i	-6.2*	0.5	i
CC(C)CCNC(=O)c1ccc2c(SCC(=O)O)c3c(nc2c1)CCC3	2	i	0	i	i	i	i	i	i	-0.1	i
CCOC(=O)Nc1cc(C)ccc1OC	1	i	4	i	i	i	i	i	i	-0.8	i
CC(C)Oc1ccc(C(=O)/C=C2/C(=O)Nc3ccccc32)cc1	11	i	12	i	i	5.1*	i	i	i	1.4	i
CC(=O)Nc1cc(-c2nn(C)c(=O)c3ccccc23)ccc1N1CCCCC1	7	i	2	i	i	i	i	i	i	-0.3	i
CCOC(=O)C1=C(CNC(C)(C)CC(C)(C)C)NC(=O)NC1c1cccc([N+](=O)[O-])c1 (stereo not drawn)	1	i	2	i	i	i	i	i	i	-0.3	i
Cn1c(SCC(=O)Nc2ccc3c(c2)oc2ccccc23)nnc1-c1ccccc1	-2	i	2	i	i	5.1*	i	i	i	0.2	i
CC(=O)Nc1c(O)c2cccc3c2n(c1=O)CCC3	-8	i	0	i	i	i	i	i	i	-0.1	i
O=C(CN1C(=O)C2(OCCO2)c2cc(Br)ccc21)NO	-3	i	15	i	i	i	i	i	i	-0.4	i
O=c1[nH]c2ccccc2cc1CN(Cc1ccco1)S(=O)(=O)c1ccccc1	-10	i	4	i	i	i	i	i	i	0.0	i
Cc1ccc(SCC(=O)NC(=O)Nc2ccc3c(c2)OCCO3)c(C)c1	12	i	-18	i	i	i	i	i	i	0.0	i
CCn1c(O)c(/C=C2\C=Nc3ccccc32)sc1=Nc1ccc(C)cc1	6	i	8	i	i	i	i	i	i	0.1	i
Cc1ccc(-n2nc3c(c2NC(=O)c2ccco2)CS(=O)C3)c(C)c1 (stereo not drawn)	-25	i	0	i	i	i	i	i	i	-0.1	i
O=C(COc1ccc(S(=O)(=O)N2CCOCC2)cc1Cl)NCc1ccco1	-5	i	1	i	i	i	i	i	i	-0.1	i
CC1Cc2ccccc2N1C(=O)c1cnc2n(c1=O)CCS2 (stereo not drawn)	-1	i	-1	i	i	i	i	i	i	-0.1	i
CC(NC(=O)C(C)N1C(=O)c2ccccc2C1=O)c1ccccc1 (stereo not drawn)	0	i	-6	i	i	i	i	i	i	0.2	i
Cc1c([N+](=O)[O-])c([N+](=O)[O-])nn1CC(=O)NCc1cccnc1	2	i	4	i	i	i	i	i	i	-0.4	i
Cc1cccc(CSc2nnc(NC(=O)c3ccco3)s2)c1	14	i	-1	i	i	i	i	i	i	-0.4	i
O=C(c1cc(C2CC2)on1)N1CCCC(N2CCN(c3cccc(C(F)(F)F)c3)CC2)C1 (stereo not drawn)	2	i	11	i	i	i	i	i	i	-1.0	i
CCOc1ccc(NC(=O)c2nn(-c3ccc(OC)cc3OC)c(=O)c3ccccc23)cc1	2	i	5	i	i	i	i	i	i	-0.1	i
O=C(O)COc1ccc(NC(=O)c2cccs2)cc1	6	i	-1	i	i	i	i	i	i	0.1	i
CSc1ccc(C#N)cc1NC(=O)c1ccc(Cl)cc1Cl	-3	i	2	i	i	i	i	i	i	-0.8	i
COc1ccc(S(=O)(=O)Nc2ccccc2C(=O)NC(C)C)cc1OC	0	i	-5	i	i	i	i	i	i	0.0	i
C=CCN(CC=C)c1cnn(-c2nc3ccccc3[nH]2)c(=O)c1Cl	1	i	0	i	i	i	i	i	i	0.8	i
CC(C)CCNc1nnnc2c1sc1nc(N3CCOCC3)c3c(c12)CC(C)(C)SC3	11	i	11	i	i	i	i	i	i	-1.6	i

(listing goes on)
SMILES	Platelet DG rel	MrgX1 PAM	SKKanGAS inh	MrgX1 antag	RGS4 act	RGS4 inh	TRPC6 act	TRPC4 block	TRPC6 inh	HIF activator	MrgX1 ag
CN(CC(=O)Nc1ccccc1Cl)C(=O)c1ccc(COc2ccccc2)cc1	4	i	-7	i	i	i	i	i	i	-0.1	i
Cc1ccc(C)c(NC(=O)CN(C)C(=O)[C@@H](NC(N)=O)C(C)C)c1	-1	i	-4	i	i	i	i	i	i	0.3	i
CCOC(=O)Nc1ccc2ncn(C)c(=O)c2c1	31	i	-3	i	i	i	i	i	i	-0.4	i
Cc1cc(NS(=O)(=O)c2ccc(NC(=O)C(c3ccccc3)c3ccccc3)cc2)no1	15	i	11	i	i	i	i	i	i	-0.8	i
COc1ccc2[nH]c(C(=O)N(Cc3ccccn3)Cc3ccccn3)cc2c1	-1	i	-3	i	i	i	i	i	i	-0.6	i
CC(C)OC(=O)CSc1nc(-c2ccc(F)cc2)nc2ccc(F)cc12	11	i	-7	-10*	i	i	i	i	i	0.2	i
CCN(Cc1ccccc1)C(=O)Cn1cnc2c1c(=O)n(C)c(=O)n2C	-2	i	-1	i	i	i	i	i	i	0.2	i

Compounds as they come; about 6.1% have a hit in one of these screens.
